# sPLA2-III inh: Blocks human group III sPLA2 activity; 0.56% of 370,000 active; QFRET BODIPY PC-A2 liposome hydrolysis, fluorescence; inhibition, % at 12.2 µM; Q9NZ20;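 active = inhibition above mean plus 3 SD of compounds lying within the high and low control bounds, cut at about 19% in these data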;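 also: 0% = median of test compound wells and 100% = no enzyme DMSO wells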
# NPR1 activator: GC-A (human) enzyme activation | HEK293 GC-A cells, cGMP TR-FRET, EC30 ANP; 0% at EC30 ANP, 100% saturating ANP | activation, % at 10 µM | 0.14% of 370,000 active | AID 1671463; in the data active = activation above about 40%
# rCAG RNA binder: binds r(CAG) RNA repeats; AID 651821; inhibition, % at 3 µM; r(CAG) RNA repeat, TO-PRO-1 dye displacement fluorescence; 1.3% of 370,000 active;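 active = inhibition above the plate cutoff, the mean of all test compounds on that plate plus 3 SD, cut at about 35% in these data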;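 also: 0% = DMSO alone and 100% = 100 µM mitoxantrone as full dye displacement; higher means more dye released from RNA so lower well fluorescence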
# DDE Tn6 FP inh: disrupts Tn6 cyclic peptide binding to fibrin D-Dimer-E complex; P02675; Fibrin DD(E) TRITC-Tn6 fluorescence polarization displacement; inhibition, % at 8.3 µM; 0.21% of 370,000 active; AID 720509;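 active = inhibition above a per-campaign cutoff: mean of compounds within control limits plus 3 SD, cut at about 15% in these data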;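 also: 0% = median of all compound wells on the plate and 100% = blocking peptide control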
# Target sequence (P02675 whole entry, looked up): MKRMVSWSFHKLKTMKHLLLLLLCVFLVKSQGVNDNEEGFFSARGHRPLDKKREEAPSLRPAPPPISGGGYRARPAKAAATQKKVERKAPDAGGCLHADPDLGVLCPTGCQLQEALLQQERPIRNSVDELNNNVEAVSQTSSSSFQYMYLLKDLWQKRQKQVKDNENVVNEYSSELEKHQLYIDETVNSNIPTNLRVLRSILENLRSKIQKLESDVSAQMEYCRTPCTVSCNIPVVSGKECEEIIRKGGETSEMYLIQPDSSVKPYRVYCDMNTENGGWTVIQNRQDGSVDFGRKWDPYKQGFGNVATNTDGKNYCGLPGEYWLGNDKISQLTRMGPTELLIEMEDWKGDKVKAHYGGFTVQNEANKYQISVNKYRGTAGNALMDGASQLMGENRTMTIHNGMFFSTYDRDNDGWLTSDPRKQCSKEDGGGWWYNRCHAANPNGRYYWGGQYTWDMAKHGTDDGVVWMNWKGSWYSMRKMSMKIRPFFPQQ
# ARFGAP1 inh: inhibits rat ARF GTPase activating protein 1; Q62848; Arfgap1-stimulated ARF1 GTP hydrolysis, GDP FP detection; inhibition, % at 16.5 µM; 0.26% of 360,000 active; AID 651572;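 active = inhibition above a per-plate limit, mean inhibition of low control wells plus 3 SD, cut at about 25% in these data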;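 also: 0% = DMSO wells with enzyme and 100% = wells lacking Arfgap1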
# Target sequence (Q62848 1-136 limits assumed): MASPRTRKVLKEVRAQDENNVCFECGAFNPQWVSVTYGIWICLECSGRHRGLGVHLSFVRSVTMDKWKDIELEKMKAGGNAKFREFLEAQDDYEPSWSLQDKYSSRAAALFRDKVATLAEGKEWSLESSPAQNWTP
#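 system = rat Arfgap1 catalytic domain, aa 1-136 | technique = FP, GDP Alexa 633 tracer displaced from anti-GDP antibody, 620/688 nm | compound = one concentration, 16.5 µM, DMSO 1.26% | medium = HEPES-based buffer, pH 7.5 | timing = compound-enzyme preincubation 20 min, reaction 120 min, detection 60 min, 25 °C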
# ASAP1 inh: ASAP1 ArfGAP inhibition; Q9ULH1; ASAP1-stimulated ARF1 GTP hydrolysis, GDP FP detection; inhibition, % at 16.5 µM; 0.19% of 360,000 active; in the data active = inhibition above about 25%;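 also: 0% = vehicle with enzyme and substrate and 100% = no enzyme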
# GC-B act: GC-B (human) receptor activation. HEK293-GC-B cells, CNP EC30, cGMP TR-FRET; 0% at EC30 CNP, 100% saturating CNP. activation, % at 10 µM. 0.11% of 370,000 active;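 active = activation at 10 µM reaching about 35% in either raw or pattern-adjusted values, limit read from the data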
# GAA850 FXN act: frataxin GAA850 promoter activation | HEK293 lucGAA850 FXN promoter luciferase reporter, 24 h; percent of 10 µM SAHA response | activation, % at 6 µM | 0.56% of 360,000 active;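 active = activation above the average of all compounds screened plus 3 SD, cutoff fixed separately per campaign, cut at about 7.5% in these data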;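 also: 0% = DMSO wells and 100% = 10 µM SAHA wells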
# proKLK7 act: activators of human kallikrein-7 zymogen | P49862 | purified proKLK7, EDANS-DABCYL substrate fluorescence; 100% is mature enzyme control, 0% vehicle | activation, % at 7 µM | 0.9% of 370,000 active;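 active = activation above the mean of all tested compounds plus 3 SD, computed per campaign excluding outliers beyond control limits, cut at about 13% in these data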
# Target sequence (P49862 whole entry, looked up): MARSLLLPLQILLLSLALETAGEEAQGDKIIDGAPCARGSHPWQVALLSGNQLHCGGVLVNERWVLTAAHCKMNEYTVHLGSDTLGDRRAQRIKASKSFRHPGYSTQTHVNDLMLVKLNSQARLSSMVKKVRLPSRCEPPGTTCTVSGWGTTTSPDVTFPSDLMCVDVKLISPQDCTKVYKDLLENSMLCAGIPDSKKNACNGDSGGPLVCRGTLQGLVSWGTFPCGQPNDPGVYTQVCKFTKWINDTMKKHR
# ADAM10 inh: inhibitors of human ADAM10 | 0.62% of 370,000 active | inhibition, % at 7 µM | AID 720582 | recombinant ADAM10, EDANS/DABCYL FRET peptide cleavage, 3 h;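 active = inhibition above a per-campaign cutoff equal to the mean of compounds falling between control-based bounds plus 3 SD, cut at about 20% in these data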;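 also: 0% = DMSO wells while the 100% control is not disclosed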
# * marks the source's active call; other numbers are inactive results; i = inactive; x = not tested or not shown. Outcome played no part in choosing rows; about 4.5% have a hit in one of these screens.
SMILES,sPLA2-III inh,NPR1 activator,rCAG RNA binder,DDE Tn6 FP inh,ARFGAP1 inh,ASAP1 inh,GC-B act,GAA850 FXN act,proKLK7 act,ADAM10 inh
CCOC(=O)[C@@H]1CCN(Cc2ccccc2)C[C@H]1c1ccccc1,-3,-40,-7,6,2,3,-30,0.1,0.8,14
CS(=O)(=O)N(CC(=O)NCCSCc1ccccc1)c1ccc2c(c1)OCO2,-3,-1,-3,-4,8,-3,-3,1.0,0.2,3
OC(c1ccc2c(c1)OCO2)c1ncc(-c2ccccc2)[nH]1 (stereo not drawn),6,6,3,-2,-5,9,-4,2.0,-0.5,-2
COc1ccc2ccc3cccc[n+]3c2c1,-3,14,2,-3,5,6,0,2.0,21*,i
CCN(c1ccccc1)S(=O)(=O)c1ccc(NCC2COc3ccccc3O2)nc1 (stereo not drawn),-20,-2,-2,-2,-10,4,0,1.8,-0.2,10
C#CCN1C=CC(=O)[C@@H](O)[C@H]1c1ccccc1Br,2,1,2,3,-13,7,1,-0.1,0.2,-13
C#CCOCCOCCOCCNc1nc(N2CCN(C(=O)[C@H](CCCCN)n3cc([C@@H](N)CC(N)=O)nn3)CC2)nc(N2CCN(C(=O)[C@H](CCCCN)n3cc([C@@H](N)CC(N)=O)nn3)CC2)n1,3,0,8,-3,4,12,0,0.6,-0.2,9
COc1ccc(CCNC(=O)Cn2cnc3sc(C)c(-c4ccc(F)cc4)c3c2=O)cc1OC,-2,-6,-2,-5,12,5,-1,-1.2,0.2,5
Cc1ccccc1C(=O)Nc1ccnn1C1CCN(CC2CC=CCC2)CC1 (stereo not drawn),0,0,-11,1,0,-9,5,0.5,0.0,-2
CCOc1ccc(N(CC(=O)Nc2ccc(OC)cc2)S(C)(=O)=O)cc1,-3,1,-1,0,4,-6,1,3.7,0.1,10
CCOC(=O)c1ccc(NC(=O)c2cc(C)nc3ccccc23)cc1,3,0,2,-6,6,-5,-2,1.5,-0.3,-2
Cc1cc(NC(=O)CSc2nc3cc(Cl)ccc3c(=O)n2Cc2ccco2)no1,-3,-1,2,4,4,0,-8,1.6,-0.3,-1
OC[C@@H]1CN(Cc2ccco2)C[C@H](n2cnc3c(NC4CC4)ncnc32)O1,5,-1,2,13,7,-13,4,0.7,0.3,-7
O=C(N/C(=C\c1ccccc1)C(=O)N1CCOCC1)c1ccc(Br)o1,-1,5,2,1,-6,6,3,2.0,0.1,-3
O=C1N=C(N2CCOCC2)S/C1=C/c1cccs1,10,-4,2,-1,1,8,-2,5.2,-0.4,0
COc1ccc(C(CC(=O)O)c2cc(OC)c(OC)c(OC)c2)cc1OC (stereo not drawn),4,-1,2,8,-6,-8,-1,-0.3,0.1,-8
Cc1cc(NC(=O)COc2cccc(C)c2C)no1,1,4,2,14,-16,-7,5,0.5,-0.3,-9
COc1ccc(NC(=O)CN(C2CCCCC2)S(C)(=O)=O)cc1Cl,-6,5,2,-2,7,1,-1,-2.0,0.4,-9
COc1ccc(CNC(=O)CC(C)CC2=NS(=O)(=O)c3ccccc3N2)cc1 (stereo not drawn),1,-1,-1,-8,2,-6,1,-1.1,0.4,-9
COCCCN(C(=O)CSc1nc2ccccc2c(=O)n1C)c1c(N)n(Cc2ccccc2)c(=O)[nH]c1=O,7,5,2,-4,1,-12,-1,-1.4,0.5,-14

# Three entries out of the list above, arranged by the value under proKLK7 act, highest first:
canonical_smiles | sPLA2-III inh | NPR1 activator | DDE Tn6 FP inh | ARFGAP1 inh | ASAP1 inh | GC-B act | proKLK7 act | ADAM10 inh
CCOC(=O)[C@@H]1CCN(Cc2ccccc2)C[C@H]1c1ccccc1 | -3 | -40 | 6 | 2 | 3 | -30 | 0.8 | 14
CS(=O)(=O)N(CC(=O)NCCSCc1ccccc1)c1ccc2c(c1)OCO2 | -3 | -1 | -4 | 8 | -3 | -3 | 0.2 | 3
Cc1ccccc1C(=O)Nc1ccnn1C1CCN(CC2CC=CCC2)CC1 (stereo not drawn) | 0 | 0 | 1 | 0 | -9 | 5 | 0.0 | -2

# Continued:
SMILES,sPLA2-III inh,NPR1 activator,rCAG RNA binder,DDE Tn6 FP inh,ARFGAP1 inh,ASAP1 inh,GC-B act,GAA850 FXN act,proKLK7 act,ADAM10 inh
Cc1ccc(N2CC(C(=O)Nc3cc(Cl)ccc3-n3cncn3)CC2=O)cc1 (stereo not drawn),6,-2,-3,-2,-9,-7,-10,1.4,0.2,-10
COc1ccc(-n2ncc3c(=O)n(CC(C)=O)cnc32)cc1,4,3,0,6,-3,-4,2,2.5,0.3,-3
CCOC(=O)C1CCN(C(=O)c2ccc(OC3CCN(C(=O)CCOC)CC3)cc2)CC1,9,-2,-11,1,7,-2,-2,2.2,0.4,-5
Cn1c(O)c(N=NC(=O)c2cc(-c3cccs3)nc3ccccc23)c2ccccc21,0,4,4,8,1,0,10,0.9,-0.2,-4
CC(=O)Nc1sc(NC(=O)c2ccc(C)cc2)nc1-c1cccs1,0,6,1,-5,3,-10,9,-0.1,0.8,-3
COc1cc(NC2CCCCC2O)c2nc(-c3ccc(Cl)cc3)ccc2c1 (stereo not drawn),-2,-6,7,3,4,6,-1,5.5,-11,-15
O=C(O)CCCC(=O)NCCc1ccncc1,6,5,-1,2,-9,-3,3,-0.3,-0.1,-4
COc1ccccc1NS(=O)(=O)c1ccc(N/N=C/c2c(C)nn(-c3ccccc3)c2N2CCCC2)c([N+](=O)[O-])c1,2,-5,4,8,-1,5,0,4.4,-0.1,-1
CN(Cc1cnn(C)c1)S(=O)(=O)c1cccc([N+](=O)[O-])c1,0,2,-2,9,-5,-22,2,1.0,0.4,-1
C/C(=N\NC(=O)c1cccc(N/N=C(\C)c2cc(O)ccc2O)c1)c1cc(O)ccc1O,15,-6,24,-2,13,1,1,4.1,0.3,7
COc1cc(-c2cc(C(=O)Nc3nc4ccccc4s3)c3ccccc3n2)cc(OC)c1OC,-3,7,14,6,2,7,3,2.7,-4.5,0
C=CCSC1=NC(N)=C(C#N)C2(CCCCC2)C1C(N)=O (stereo not drawn),10,2,-1,1,-4,3,4,-1.7,0.1,2
Cc1c(C#N)c(N)nc2c3c(sc12)NC(=O)CC3c1ccc(Cl)cc1 (stereo not drawn),-3,8,8,-5,10,4,22,-5.1,-0.8,-21
CC(C)CN1CCN(Cc2cc3ccccc3[nH]2)CC1CCO (stereo not drawn),-1,4,1,3,0,-2,2,-1.3,-0.1,-14
Cc1[nH]c2ccccc2c1C(=O)CN1CCCC1,-8,0,7,-1,3,-5,-1,-0.7,0.1,-1
COC(=O)Cc1n[nH]c(=S)[nH]c1=O,-3,3,12,-3,5,1,1,3.8,-0.8,-5
CN1CC(=O)N2[C@H]3c4ccccc4OC[C@@H]3[C@H](c3ccccc3)[C@]2(C)C1=O,-5,-2,-4,-1,1,-15,-6,-0.3,-0.1,6
O=C(Nc1ccc2c(c1)OCO2)NC1CCN(S(=O)(=O)c2ccc(F)cc2)CC1,5,-1,1,-4,x,x,0,x,0.0,-7
O=C(CNC(=O)c1ccccc1F)OCC(=O)N1CCCc2ccccc21,6,-3,-2,6,-5,-3,-5,1.1,-0.3,1
O=C1Nc2cc(C(=O)NCCCN3CCCC3)ccc2S/C1=C/c1ccccc1F,-8,20,17,-7,4,-4,-2,0.4,0.6,1

# Single entries from the entries so far.
# O=C(O)CCCC(=O)NCCc1ccncc1 – GAA850 FXN act = -0.3
# Cn1c(O)c(N=NC(=O)c2cc(-c3cccs3)nc3ccccc23)c2ccccc21 – ADAM10 inh = -4
# COc1ccc(-n2ncc3c(=O)n(CC(C)=O)cnc32)cc1 – GAA850 FXN act = 2.5
# O=C(CNC(=O)c1ccccc1F)OCC(=O)N1CCCc2ccccc21 – GAA850 FXN act = 1.1
# Cc1[nH]c2ccccc2c1C(=O)CN1CCCC1 – rCAG RNA binder = 7

# Continued:
SMILES,sPLA2-III inh,NPR1 activator,rCAG RNA binder,DDE Tn6 FP inh,ARFGAP1 inh,ASAP1 inh,GC-B act,GAA850 FXN act,proKLK7 act,ADAM10 inh
Cc1cccc(NS(=O)(=O)c2ccc(Oc3ccccc3)cc2)n1,-16,1,1,-1,0,-4,-6,-2.1,3.2,-105
CCc1cccc(CC)c1NC(=O)CO/N=C(\N)CC(=O)NC1CCCCC1,6,2,-5,1,5,-5,-3,-1.1,-0.4,-1
CC[N+]1(C)[C@@H]2CC[C@H]1CC(OC(=O)[C@H]1CCC(C(=O)OC3C[C@H]4CC[C@@H](C3)[N+]4(C)CC)(c3ccccc3)c3ccccc31)C2 (stereo partly drawn),9,6,9,1,1,-4,3,-1.0,0.2,6
O=C(c1ccc(N2CCCC2)c([N+](=O)[O-])c1)N1CCc2ccccc2C1,9,4,-5,-5,15,-4,-2,0.9,0.4,-8
CC(C(=O)Nc1ccccc1-c1ccccc1)N1CCCCC1 (stereo not drawn),1,-1,-7,3,-11,3,1,-0.7,-0.3,8
OCCN1CCN(CC(O)COc2ccc3c(c2)OCO3)CC1 (stereo not drawn),1,1,-3,-2,-2,-1,7,0.3,0.1,-9
COc1ccc(-c2cc(C(=O)O)nc3ccc4ccccc4c23)cc1OC,0,4,3,2,-2,-3,2,0.4,2.9,-84
O=C(NCCN1CCOCC1)Nc1ccc(Cl)cc1,-4,-2,-1,7,-2,-7,12,2.4,-0.1,-2
CCCNc1nc(N2CCOCC2)nc(N2CCOCC2)n1,-5,-1,-3,1,12,11,5,0.8,0.1,-3
Cc1cccc(NC(=O)CCN2C(=O)c3cccc([N+](=O)[O-])c3C2=O)c1,12,-4,6,-4,-4,-14,-9,0.3,0.2,0
Cc1ccc(NC(=O)CCS(=O)(=O)c2ccc3nc(C)sc3c2)c(C)c1,-2,-2,-1,-3,-11,-4,-1,1.8,0.4,-9
O=c1c2ccccc2nnn1Cc1nnc(-c2ccccc2Br)o1,-1,3,5,-2,2,4,6,0.7,0.1,-4
COc1cccc(N2CCN(C(=O)c3ccc(CS(=O)c4ccccc4C)o3)CC2)c1 (stereo not drawn),-6,-2,-4,8,6,-5,-6,-0.3,0.4,0

# Full records from above:
# Shown for CC(C)CN1CCN(Cc2cc3ccccc3[nH]2)CC1CCO (stereo not drawn) = sPLA2-III inh = -1; NPR1 activator = 4; rCAG RNA binder = 1; DDE Tn6 FP inh = 3; ARFGAP1 inh = 0; ASAP1 inh = -2; GC-B act = 2; GAA850 FXN act = -1.3; proKLK7 act = -0.1; ADAM10 inh = -14
# Shown for C#CCOCCOCCOCCNc1nc(N2CCN(C(=O)[C@H](CCCCN)n3cc([C@@H](N)CC(N)=O)nn3)CC2)nc(N2CCN(C(=O)[C@H](CCCCN)n3cc([C@@H](N)CC(N)=O)nn3)CC2)n1 = sPLA2-III inh = 3; NPR1 activator = 0; rCAG RNA binder = 8; DDE Tn6 FP inh = -3; ARFGAP1 inh = 4; ASAP1 inh = 12; GC-B act = 0; GAA850 FXN act = 0.6; proKLK7 act = -0.2; ADAM10 inh = 9

# Assay outcomes from PubChem.
